# Assay outcomes as filed in PubChem BioAssay.
# CF NFkB inh: cystic fibrosis NF-kB activation inhibition. KKLEB NF-kB-GFP reporter, PAF-induced, GFP fluorescence overnight. inhibition, % at 5 µM. 0.86% of 360,000 active. AID 588850;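 active means at least 50% inhibition at 5 µM, scaled per plate between neutral and stimulator controls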;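 further: PAF is a Pseudomonas aeruginosa culture filtrate used as stimulus; plate controls were PAF-stimulated DMSO wells for no effect and unstimulated DMSO wells for full effect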
# NR2F2 inh: inhibitors of human COUP-TFII (NR2F2); 0.7% of 370,000 active; P24468; inhibition, % at 8.6 µM; HEK293T NGFI-A luciferase reporter, luminescence;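 active means inhibition above a per-plate cutoff, mean inhibition of test wells between control levels plus 3 SD, cut at about 38% in these data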;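 further: cells cotransfected with COUP-TFII expression vector driving the NGFI-A reporter; 0% = median of COUP-TF2 test wells and 100% = reporter-only cells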
# Target sequence (P24468 whole entry, looked up): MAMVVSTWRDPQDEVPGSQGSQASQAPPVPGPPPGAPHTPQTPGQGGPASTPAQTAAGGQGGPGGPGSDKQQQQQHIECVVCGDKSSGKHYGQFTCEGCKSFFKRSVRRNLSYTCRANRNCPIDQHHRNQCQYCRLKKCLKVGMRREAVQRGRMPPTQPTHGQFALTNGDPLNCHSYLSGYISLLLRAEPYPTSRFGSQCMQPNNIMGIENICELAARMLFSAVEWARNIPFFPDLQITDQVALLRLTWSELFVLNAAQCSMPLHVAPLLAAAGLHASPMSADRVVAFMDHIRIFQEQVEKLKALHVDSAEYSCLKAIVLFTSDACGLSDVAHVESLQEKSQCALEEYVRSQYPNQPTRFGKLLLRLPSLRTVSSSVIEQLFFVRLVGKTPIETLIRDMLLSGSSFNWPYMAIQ
# KKLEB cytotox: CF airway cell cytotoxicity counter-screen. KKLEB CF airway cells viability, ATPlite luminescence, overnight; active compounds read low; cells stimulated with P. aeruginosa culture filtrate. activity change (cytotoxicity), % at 5 µM. 0.36% of 360,000 active. AID 602141;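 active means corrected activity change at or below -50% at 5 µM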
# SRC1 inh: inhibitors of human steroid receptor coactivator 1 (SRC1). HEK293 GAL4-SRC1 luciferase reporter, luminescence. 0.12% of 360,000 active. AID 588354. inhibition, % at 3.6 µM. Q15788;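 active means inhibition above the campaign mean plus 3 SD, with each screening campaign given its own cutoff, cut at about 60% in these data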;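 further: 0% = DMSO treated cells and 100% = gossypol at 36 µM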
# TRAIL sens C8: sensitizes caspase-8 expressing cells to TRAIL; NB7+C8 cells + TRAIL, ATPlite viability luminescence; inhibition (viability loss, TRAIL sensitization), % at 10 µM; 1% of 360,000 active; AID 624354;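 active means compounds causing at least 50% loss of cell viability in the single-dose screen, relative to plate controls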
# NCOA3 inh: human NCOA3 inhibition; inhibition, % at 3.6 µM; AID 588352; 0.17% of 360,000 active; HEK293 GAL4-SRC3 luciferase reporter, luminescence;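 active means inhibition above a per-campaign cutoff, the mean of all compounds plus 3 SD, cut at about 60% in these data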;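 further: 0% = DMSO-treated cells and 100% = gossypol-treated cells at 36 µM; higher means less SRC3-driven luciferase light from the GAL4 reporter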
# EBV LMP1 NFkB: inhibitors of Epstein-Barr LMP1-induced NF-kappaB reporter. LMP1-induced NF-kappaB luciferase reporter cells, luminescence. inhibition, % at 12.5 µM. 0.69% of 350,000 active; in the data active means inhibition above about 41%;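 further: 0% = neutral control wells and 100% = reference inhibitor control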
# TROY NFkB inh: inhibitors of TROY-dependent NF-kB signaling | Q293 LMP1-TROYcd NF-kB luciferase reporter, 4 h | inhibition, % at 10 µM | 0.98% of 360,000 active | AID 1347056;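 active means compounds whose plate-normalised and pattern-corrected inhibition of the luciferase reporter signal at the single screening dose is 50% or more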
# Shn3 3UTR inh: reduces Shn3 3'UTR luciferase signal in osteoblasts | inhibition, % at 12.5 µM | Clone20 osteoblast Shn3 3'UTR firefly luciferase, 24 h | 0.52% of 360,000 active;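 active means mean inhibition of at least 75% with every replicate also reaching 75%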;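 further: 0% = median of neutral control wells and 100% = pilot-screen positive control compound; some compounds past the cut are filed as inactive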
# TWEAK Fn14 block: TWEAK-Fn14 signaling inhibition; TWEAK-stimulated Fn14 reporter cells, luciferase luminescence, 8 h; inhibition, % at 10 µM; 2% of 360,000 active; AID 1159606; in the data active means inhibition above about 50%
# LRH-1 inv ag: NR5A2 inverse agonism in reporter assay; 0.13% of 360,000 active; O00482; inhibition, % at 3.6 µM; HEK293T StAR-luciferase reporter, LRH-1 transfected, 24 h;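 active means inhibition above the mean inhibition of all tested compounds plus 3 SD, cut at about 73% in these data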;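 further: 0% = DMSO wells and 100% = reporter-only cells lacking LRH-1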
# Target sequence (O00482 whole entry, looked up): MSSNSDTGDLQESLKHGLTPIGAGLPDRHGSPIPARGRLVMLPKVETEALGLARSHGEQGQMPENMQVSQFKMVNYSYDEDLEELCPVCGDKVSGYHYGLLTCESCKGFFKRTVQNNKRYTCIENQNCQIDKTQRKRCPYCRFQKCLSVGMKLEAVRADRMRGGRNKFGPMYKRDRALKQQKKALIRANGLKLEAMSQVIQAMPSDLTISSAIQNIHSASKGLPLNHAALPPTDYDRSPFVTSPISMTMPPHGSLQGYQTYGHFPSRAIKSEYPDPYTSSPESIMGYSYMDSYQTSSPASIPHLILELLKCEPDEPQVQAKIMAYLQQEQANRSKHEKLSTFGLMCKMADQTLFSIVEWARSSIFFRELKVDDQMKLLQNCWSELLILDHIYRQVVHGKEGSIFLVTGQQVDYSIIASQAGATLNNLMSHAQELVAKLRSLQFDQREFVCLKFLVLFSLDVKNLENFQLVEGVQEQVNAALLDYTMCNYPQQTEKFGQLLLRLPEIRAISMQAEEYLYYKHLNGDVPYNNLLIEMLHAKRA
# * = called active by the depositor; . = no result given.
SMILES,CF NFkB inh,NR2F2 inh,KKLEB cytotox,SRC1 inh,TRAIL sens C8,NCOA3 inh,EBV LMP1 NFkB,TROY NFkB inh,Shn3 3UTR inh,TWEAK Fn14 block,LRH-1 inv ag
Cc1nc(N2CCCCC2)sc1C(=O)c1ccc(SCCO)c([N+](=O)[O-])c1,0,7,4,3,-4,14,-5,47,3,24,-4
Cc1cc(NC(=O)CSc2nnc(CNC(=O)c3cccc(C(F)(F)F)c3)o2)no1,8,4,7,7,-18,7,-5,-31,1,-5,9
CCn1ccc(C(=O)NC2CCCC2)n1,-7,13,6,-14,-22,-3,14,-9,3,6,16
COc1ccc(Nc2ccc(S(=O)(=O)N3CCCCC3)cc2[N+](=O)[O-])cc1Cl,6,14,3,13,8,1,0,-4,13,2,-3
Cn1c(Cc2ccccc2)nnc1SCC(=O)Nc1ccc(N2CCOCC2)cc1,-12,-13,-3,-5,24,-8,-13,-8,-22,-6,35
O=S1(=O)NC(=NCc2ccccc2)c2ccccc21,2,0,13,-5,5,5,-2,18,15,5,2
CC1(C)NC(=O)N(CC(O)Cn2nnc3ccccc32)C1=O (stereo unspecified),-5,-17,4,-6,5,-22,-2,-7,-40,-10,-1
CCOc1cc(/C=C(\C#N)C(=O)NCc2cccnc2)ccc1O,-3,6,6,-47,-9,-2,8,7,3,-5,16
CCCCn1c(=O)c(CC(C)=O)nc2ccccc21,-1,-5,9,-9,0,7,-57,9,-2,13,0
O=C(c1ccco1)N1CCN(C(c2ccc(F)cc2)c2nnnn2Cc2cccs2)CC1 (stereo unspecified),11,15,3,2,2,12,-18,11,-21,-4,15
O/N=C/c1ccc(OCc2ccccc2)c(Cl)c1,1,-43,-7,-89,20,-79,-25,-58,-108,-11,-34
CCOC(=O)Cn1cc(C=O)c2ccccc21,13,7,-7,-21,13,4,2,13,-12,13,5
CC(C)(C)N(Cc1ccccc1)C(=O)c1ccncc1,-5,-1,5,-9,2,-2,11,26,15,1,-8
CC(=O)Nc1ccc(NC(=O)C2CCC(CNS(=O)(=O)c3cccc4nsnc34)CC2)cc1 (stereo unspecified),6,12,-7,8,-7,-13,3,16,0,-5,-3
CC(C)c1ccc(NC(=O)C2CCCN(S(=O)(=O)c3cnc[nH]3)C2)cc1 (stereo unspecified),-5,-18,15,5,-19,13,-5,-22,1,5,-2
Cc1ccc(S(=O)(=O)N/N=C/c2c(C)nn(-c3ccccc3)c2C)cc1,5,0,3,-4,-11,0,-7,-5,23,8,18
COC(=O)c1[nH]c2cccc(Cl)c2c1NC(=O)CN(C)C1CCCCC1,-5,2,5,-4,-1,-4,3,-2,-4,95*,3
CC1CCCCN1C(=O)CSc1nnc(-c2c[nH]c3ccccc23)o1 (stereo unspecified),-20,-23,-2,-19,0,-32,-27,-32,-49,-26,-37
O=C(NN=C1CCCC1)c1ccccc1[N+](=O)[O-],-11,5,-1,-7,-2,-14,14,14,21,7,-13
COc1cc(CNC(=O)Nc2nc(C(N)c3ccccc3)cs2)cc(OC)c1OC (stereo unspecified),10,14,0,-5,4,0,.,-1,-13,2,3
C#CCOCCOCCOCCNc1nc(N2CCN(C(=O)CCCCCCCCCCNC(=O)Cn3cc(C[C@@H](C)O)nn3)CC2)nc(N2CCN(C(=O)CCCCCCCCCCNC(=O)[C@H](CCCCN)n3cc(C[C@@H](C)CC)nn3)CC2)n1,10,.,-23,3,86*,9,6,38,84,26,-14
NC(=O)C1(N2CCCCC2)CCN(C(=S)Nc2ccccc2)CC1,-1,-3,3,-16,-2,21,4,0,-5,3,1
COc1cccc(NC(=O)CN(C)C(=O)CSc2nc(C)cc(C)n2)c1,7,15,5,-28,-8,-7,-16,-6,1,-2,-5
O=C(NCc1cccc(Cl)c1)c1cccc2c(-c3cccnc3)coc12,-6,42*,-15,3,9,-8,.,56*,62,90*,-1
CCc1ccc(CNC(=O)CCn2nc(C)c3c(C)n(-c4ccccc4)nc3c2=O)cc1,-15,-4,4,-24,-13,3,0,6,14,24,1

# Next results
SMILES,CF NFkB inh,NR2F2 inh,KKLEB cytotox,SRC1 inh,TRAIL sens C8,NCOA3 inh,EBV LMP1 NFkB,TROY NFkB inh,Shn3 3UTR inh,TWEAK Fn14 block,LRH-1 inv ag
Cc1oc(-c2ccccc2Cl)nc1CN1CCCCC1c1cccnc1 (stereo unspecified),-12,9,4,10,-6,18,3,2,-9,-9,4
COc1ccc(C(=O)N2CCCN(C)CC2)c(OC)c1,5,-19,-10,-18,-2,0,3,24,-6,7,-11
CCCc1c(C)[nH]c2nc3ccccc3n2c1=O,12,-7,-3,-9,-10,-6,-3,-11,-25,23,-13
CCCCOC(=O)c1ccc(NC(=O)COC(=O)CSc2nc(C)cc(C)n2)cc1,21,-25,-12,-48,-25,-28,-4,-38,-42,-42,-53
Cc1cccc(NC(=O)/C(C#N)=C\c2ccc(C(=O)O)cc2)c1,-25,5,-7,-1,2,10,8,-10,-5,26,-4
COc1ccccc1C1c2[nH]c3ccccc3c2C[C@H]2C(=O)N(C3CCN(Cc4ccccc4)CC3)CC(=O)N12 (stereo partly specified),31,0,-15,4,23,-8,-1,20,-3,23,8
CCn1cc(C2=NCC(C)O2)c2ccccc21 (stereo unspecified),8,5,8,-11,0,-22,6,3,4,4,8
O=C1C2C3c4ccccc4C(c4ccccc43)C2C(=O)N1c1cccnc1 (stereo unspecified),-10,-20,-9,10,-6,17,-4,-17,-7,2,18
O=C(Nc1ccn(Cc2ccc(Cl)cc2)n1)c1ccc2c(c1)OCO2,9,-16,-1,0,-12,-3,-11,21,-8,-17,6
O=C(C=Cc1ccccn1)c1ccccc1,36,-9,-13,-29,-1,-41,13,15,2,82*,-40
CCOC(=O)CN(C(=O)CNC(=O)c1cccs1)C(C(=O)NC1CCCC1)c1cccnc1 (stereo unspecified),-4,-3,10,2,6,-6,-12,0,-1,-4,-11
Cc1c(Cl)c([N+](=O)[O-])nn1CCCC(=O)Nc1sc2c(c1C(N)=O)CCC(C)C2 (stereo unspecified),-8,-4,2,3,-7,16,-7,2,5,-19,19
COc1ccc(-n2c(=O)[nH]c3cc(C(=O)NCCc4ccc(Cl)cc4)ccc3c2=O)cc1OC,13,-4,-13,2,13,-1,4,29,.,4,-1
O=S(=O)(c1ccc2ccccc2c1)N(CC(O)COCc1ccco1)c1ccccc1 (stereo unspecified),15,17,10,-17,3,-1,3,6,1,21,10
COC(=O)/C=C1\S/C(=N/NC(=O)c2ccccc2)NC1=O,-13,4,2,-3,2,10,2,14,2,-10,8
CC(=O)c1ccc(OC(C)C(=O)NC2CCCCC2C)cc1 (stereo unspecified),-6,-3,13,-20,2,2,2,-2,3,-2,8
CN(NC(=O)CN1C(=O)c2ccccc2C1=O)C1=NS(=O)(=O)c2ccccc21,7,-4,1,-20,8,12,-3,-1,5,9,-2
CCC(=O)N(C)C[C@H]1Oc2ncc(C#Cc3ccncc3)cc2C(=O)N([C@@H](C)CO)C[C@@H]1C,-17,-1,5,2,1,-12,20,1,-11,10,-13
OC(c1ccc(F)cc1)c1nc(-c2cnc3ccccc3c2)cs1 (stereo unspecified),-4,-39,4,-84,10,-137,.,-12,-66,-8,-93
O=C(NCCSc1ccc(Br)cc1)c1ccccc1,-18,-22,-2,-10,-12,5,-1,-17,-1,10,-2
CCC(C)NS(=O)(=O)c1ccc(NS(C)(=O)=O)cc1 (stereo unspecified),-24,2,2,-22,1,-7,-5,16,3,-10,15
Cc1ccc(C2C(C(=O)O)c3ccccc3C(=O)N2C)o1 (stereo unspecified),7,0,-4,-5,-17,8,-3,-10,-14,-8,0
COc1ccc(NC(=O)N2CCCC2C(=O)Nc2ccc(C)cc2C)cc1 (stereo unspecified),-23,14,7,19,-12,0,1,3,-5,11,-9
O=C(N[C@H]1C/C=C\C[C@H](CC(=O)N(CCO)Cc2ccccc2)C(=O)NC[C@H](c2ccccc2)OC1=O)OCC1c2ccccc2-c2ccccc21,-12,.,23,-5,8,4,10,15,4,14,-40
CC(C)(C)Cc1nnc(NC(=O)c2ccc([N+](=O)[O-])cc2)s1,7,10,3,-18,-6,-3,-24,-109,-67,-20,-7
COc1ccc(-c2nnn(CC(=O)NCCc3ccc(OC)c(OC)c3)n2)cc1,-11,7,-6,-15,1,11,1,4,15,-11,17
S=c1[nH]nc(-c2ccco2)n1/N=C/c1ccc(Br)s1,6,9,-18,7,-14,0,-6,10,21,-5,17

# Filtered by structure, the compounds so far containing an NH in an aromatic ring.
SMILES,CF NFkB inh,NR2F2 inh,KKLEB cytotox,SRC1 inh,TRAIL sens C8,NCOA3 inh,EBV LMP1 NFkB,TROY NFkB inh,Shn3 3UTR inh,TWEAK Fn14 block,LRH-1 inv ag
CC(C)c1ccc(NC(=O)C2CCCN(S(=O)(=O)c3cnc[nH]3)C2)cc1 (stereo unspecified),-5,-18,15,5,-19,13,-5,-22,1,5,-2
COC(=O)c1[nH]c2cccc(Cl)c2c1NC(=O)CN(C)C1CCCCC1,-5,2,5,-4,-1,-4,3,-2,-4,95*,3
CC1CCCCN1C(=O)CSc1nnc(-c2c[nH]c3ccccc23)o1 (stereo unspecified),-20,-23,-2,-19,0,-32,-27,-32,-49,-26,-37
CCCc1c(C)[nH]c2nc3ccccc3n2c1=O,12,-7,-3,-9,-10,-6,-3,-11,-25,23,-13
COc1ccccc1C1c2[nH]c3ccccc3c2C[C@H]2C(=O)N(C3CCN(Cc4ccccc4)CC3)CC(=O)N12 (stereo partly specified),31,0,-15,4,23,-8,-1,20,-3,23,8
COc1ccc(-n2c(=O)[nH]c3cc(C(=O)NCCc4ccc(Cl)cc4)ccc3c2=O)cc1OC,13,-4,-13,2,13,-1,4,29,.,4,-1
S=c1[nH]nc(-c2ccco2)n1/N=C/c1ccc(Br)s1,6,9,-18,7,-14,0,-6,10,21,-5,17

# These rows are one share of the data. The share of hits here may be higher or lower than overall.
